CCHF vOTU inh: CCHFV vOTU protease inhibitors, primary screen, biochemical, Pep-AMC substrate, fluorescence. actives 0.55% (n = 370,000). Crimean-Congo hemorrhagic fever virus L polyprotein viral ovarian tumor (vOTU) protease …. AID 651958, 2012. inhibition, % at 11.5 µM; further: 0% = vehicle wells with enzyme and 100% = no enzyme wells
BioA inh: M. tuberculosis BioA enzyme inhibitors, primary screen, biochemical, plate reader, single point, HTS; inhibition, % at 9.99 µM; actives 0.096% (n = 360,000); AID 602481, 2012; 7,8-diaminopelargonic acid synthase BioA (Mycobacterium tuberculosis); purified M. tuberculosis BioA enzyme; in the data active means inhibition above about 40%
MazEF act: activators of E. coli MazEF toxin-antitoxin RNase, primary screen, biochemical, fluorescence, uHTS | actives 0.32% (n = 350,000) | FAM/BHQ RNA-DNA oligo cleavage fluorescence, 5 h | activation, % at 20 µM | AID 504720, 2011 | Endoribonuclease toxin MazF (Escherichia coli (strain K12)), P0AE70; in the data active means activation above about 50%
Target sequence (P0AE70 whole entry, looked up): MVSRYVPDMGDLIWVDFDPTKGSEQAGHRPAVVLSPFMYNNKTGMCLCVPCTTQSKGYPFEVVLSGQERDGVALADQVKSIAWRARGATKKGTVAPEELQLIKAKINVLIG
Rv3671c protease: Rv3671c serine protease inhibitors, primary screen, biochemical, fluorescence polarization, M. tuberculosis H37Rv; actives 0.048% (n = 320,000); inhibition, % at 5.96 µM; AID 2606, 2010; P9WHR9; in the data active means inhibition above about 38%;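 further: extracellular domain of Rv3671c used as enzyme; 0% = enzyme with DMSO and 100% = no enzyme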
FBA Mtb inh: Mtb FBA enzyme inhibitors, primary screen, biochemical, fluorescence, strain H37Rv; Fructose-bisphosphate aldolase (Mycobacterium tuberculosis (strain ATCC 25618 / H37Rv)), …; purified M. tuberculosis FBA, fluorescence read-out; inhibition, % at 1 µM; actives 2.3% (n = 360,000); in the data active means inhibition above about 27%;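 further: 0% = vehicle and 100% = reference inhibitor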
Target sequence (P9WQA3 whole entry, looked up): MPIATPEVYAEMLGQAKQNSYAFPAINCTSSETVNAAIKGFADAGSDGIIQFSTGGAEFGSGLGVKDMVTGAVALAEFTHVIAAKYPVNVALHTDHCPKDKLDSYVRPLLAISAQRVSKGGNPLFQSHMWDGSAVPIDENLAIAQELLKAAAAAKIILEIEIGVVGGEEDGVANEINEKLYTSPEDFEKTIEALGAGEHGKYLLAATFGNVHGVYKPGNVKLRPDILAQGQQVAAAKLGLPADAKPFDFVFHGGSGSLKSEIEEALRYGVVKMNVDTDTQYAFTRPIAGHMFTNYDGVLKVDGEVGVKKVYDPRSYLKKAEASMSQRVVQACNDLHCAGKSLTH
FadD28 FP inh: inhibitors of FadD28 bisubstrate probe binding, primary screen, biochemical, fluorescence polarization, single point | Mycobacterium tuberculosis FadD28 fatty-acid-AMP ligase | inhibition, % at 12.5 µM | actives 0.22% (n = 360,000) | AID 588549, 2011; in the data active means inhibition above about 8.5%, passing the limit was not always enough
VHR inh abs: VHR1 phosphatase inhibitors, primary screen, biochemical, absorbance, uHTS | Dual specificity protein phosphatase 3 (Homo sapiens), P51452 | recombinant VHR phosphatase, pNPP absorbance | inhibition, % at 13.3 µM | actives 0.52% (n = 290,000) | AID 1654, 2009; in the data active means inhibition above about 50%; further: some compounds called inactive have numbers as strong as hits
Target sequence (P51452 whole entry, looked up): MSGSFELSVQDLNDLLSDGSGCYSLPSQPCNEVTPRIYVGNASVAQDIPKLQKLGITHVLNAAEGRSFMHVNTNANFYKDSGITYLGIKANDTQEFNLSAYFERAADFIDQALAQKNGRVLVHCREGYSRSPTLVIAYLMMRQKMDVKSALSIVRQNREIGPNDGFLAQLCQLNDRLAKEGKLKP
UGM FP inh: M. tuberculosis UGM enzyme inhibitors, primary screen, biochemical, fluorescence polarization, single point; inhibition, % at 10 µM; purified UGM, fluorescence polarization probe displacement; UDP-galactopyranose mutase (Mycobacterium tuberculosis (strain ATCC 25618 / H37Rv)), …; AID 504406, 2011; actives 0.06% (n = 320,000); in the data active means inhibition above about 10%, passing the limit was not always enough
Target sequence (P9WIQ1 whole entry, looked up): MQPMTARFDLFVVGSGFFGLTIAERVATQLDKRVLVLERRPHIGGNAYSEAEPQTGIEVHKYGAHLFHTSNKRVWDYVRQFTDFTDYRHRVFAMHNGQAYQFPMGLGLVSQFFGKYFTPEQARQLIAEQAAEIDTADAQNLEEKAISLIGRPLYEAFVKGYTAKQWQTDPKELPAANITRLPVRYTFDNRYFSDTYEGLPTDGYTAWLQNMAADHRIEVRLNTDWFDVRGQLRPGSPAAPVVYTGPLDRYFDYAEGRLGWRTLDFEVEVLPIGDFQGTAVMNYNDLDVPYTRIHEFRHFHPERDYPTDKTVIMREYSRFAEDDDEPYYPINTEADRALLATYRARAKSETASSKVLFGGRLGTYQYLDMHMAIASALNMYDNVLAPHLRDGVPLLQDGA
GDH-TPI counter: GDH-TPI coupling enzyme inhibitors, primary screen, artefact control for M. tuberculosis FBA inhibitor project, biochemical, absorbance, full deck | GDH-TPI coupled enzyme counterscreen, NADH absorbance | AID 588335, 2011 | inhibition, % at 4.8 µM | actives 1.2% (n = 360,000);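 further: 0% = DMSO wells and 100% = wells lacking the enzyme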
BoNT-F LC inh: BoNT/F light chain protease inhibitors, primary screen, biochemical, flow cytometry, MLPCN library | Botulinum neurotoxin type F light chain protease (Clostridium botulinum) | Multiplex microsphere protease cleavage assay | inhibition, % at 10 µM | actives 0.22% (n = 360,000) | AID 588497, 2011; in the data active means inhibition above about 35%, passing the limit was not always enough; further: plate controls were buffer without enzyme for full effect and enzyme alone for no effect
* marks the source's active call; other numbers are inactive results. Unless noted, no stated cut-off is given here; in the data, active means inhibition above about 30%; inactive means the rest.

For Cc1ccc(C(=O)NC2CCN(C(=O)Nc3ccc(F)cc3)CC2)cc1 the results were CCHF vOTU inh 13, BioA inh -1.9, MazEF act 7, Rv3671c protease 3, FBA Mtb inh -3, FadD28 FP inh 0.2, VHR inh abs 8, UGM FP inh 1.6, GDH-TPI counter 14 and BoNT-F LC inh 8.
O=C(CSc1n[nH]c(-c2cccs2)n1)NCCc1ccccc1 was read as CCHF vOTU inh 1, MazEF act -1, Rv3671c protease 1, FBA Mtb inh 2, FadD28 FP inh -0.4, UGM FP inh 1.0 and GDH-TPI counter 10.
Screening Cc1cc2ccccc2nc1SCC(=O)NC1CCCCC1 returned CCHF vOTU inh 2, MazEF act -4, Rv3671c protease -15, FBA Mtb inh -1, FadD28 FP inh -4.5, VHR inh abs 13, UGM FP inh -2.9, GDH-TPI counter 13 and BoNT-F LC inh 2.
Screening COCCNC(=O)c1cc2c(c(-c3cccc(C#Cc4ccc(OC)c(OC)c4)c3)n1)[C@@H](CCO)N(S(=O)C(C)(C)C)C2 (stereo partly drawn) returned CCHF vOTU inh 2, BioA inh 0.0, FBA Mtb inh -1, FadD28 FP inh -3.2 and BoNT-F LC inh -21.
`O=C(CN(c1ccc(F)cc1)S(=O)(=O)c1ccc2c(c1)OCCO2)NCc1ccccn1` gave CCHF vOTU inh -5, BioA inh 2.9, MazEF act 0, Rv3671c protease 1, FBA Mtb inh 7, FadD28 FP inh -3.5, VHR inh abs -4, UGM FP inh -0.1, GDH-TPI counter -1 and BoNT-F LC inh -8.
COc1cccc(-c2c(C(=O)O)cc(O)c3ccc(OC)cc23)c1 was read as CCHF vOTU inh -5, BioA inh -0.1, MazEF act 4, FBA Mtb inh 34*, FadD28 FP inh -2.9, GDH-TPI counter 18 and BoNT-F LC inh -5.
O=C1COc2ccc(S(=O)(=O)CCC(=O)N3CCN(c4cccc(Cl)c4)CC3)cc2N1 was read as CCHF vOTU inh -3, BioA inh 0.0, MazEF act -10, Rv3671c protease -1, FBA Mtb inh 1, FadD28 FP inh -3.1, VHR inh abs -3, UGM FP inh -2.0, GDH-TPI counter 0 and BoNT-F LC inh 0.
COc1ccc(NC(=O)c2cc(-c3cc(F)ccc3OC)n[nH]2)cc1OC was read as CCHF vOTU inh 6, BioA inh 0.0, FBA Mtb inh -4, FadD28 FP inh -3.6, GDH-TPI counter 1 and BoNT-F LC inh 2.
Screening Cc1ccc(NC(=O)COc2ccccc2C(=O)Nc2ccccc2)cc1Cl returned CCHF vOTU inh 4, MazEF act -1, Rv3671c protease -18, FBA Mtb inh 2, FadD28 FP inh -0.9, VHR inh abs -10, UGM FP inh 1.4, GDH-TPI counter 9 and BoNT-F LC inh -6.
For CC1CCCCN1S(=O)(=O)c1ccc(S(=O)(=O)NCCc2ccncc2)cc1 (stereo not drawn) the results were CCHF vOTU inh -3, MazEF act -3, Rv3671c protease -2, FBA Mtb inh -3, FadD28 FP inh -4.4, VHR inh abs -4, UGM FP inh 0.1, GDH-TPI counter -5 and BoNT-F LC inh -1.
CCS(=O)(=O)n1nc(-c2ccc(Cl)cc2)nc1SC was read as CCHF vOTU inh 0, BioA inh -0.5, MazEF act -3, Rv3671c protease -3, FBA Mtb inh 0, FadD28 FP inh 0.0, VHR inh abs 15, UGM FP inh 0.2, GDH-TPI counter -9 and BoNT-F LC inh -2.
Screening CCCCOCCCNS(=O)(=O)c1ccccc1 returned CCHF vOTU inh -1, BioA inh -0.7, MazEF act 0, Rv3671c protease -10, FBA Mtb inh -1, FadD28 FP inh 0.2, VHR inh abs 8, UGM FP inh 0.5, GDH-TPI counter -12 and BoNT-F LC inh -25.
CCc1ccccc1N(CC)C(=O)c1cn(C)c(=O)c2cc(OC)c(OC)cc12 was read as CCHF vOTU inh 7, BioA inh 1.2, MazEF act 3, Rv3671c protease -1, FBA Mtb inh -4, FadD28 FP inh -2.0, VHR inh abs -4, UGM FP inh 1.5, GDH-TPI counter 2 and BoNT-F LC inh 12.
Screening CC(C)N1CCN(Cc2ccc(C#CCCO)cc2)CC1CCO (stereo not drawn) returned CCHF vOTU inh 8, MazEF act 4, Rv3671c protease -8, FBA Mtb inh -1, FadD28 FP inh -2.8, VHR inh abs 8, UGM FP inh 0.4, GDH-TPI counter 5 and BoNT-F LC inh 0.
OCC1(CCCc2ccccc2)CCN(C2CCSCC2)CC1 was read as CCHF vOTU inh -4, MazEF act -1, Rv3671c protease -11, FBA Mtb inh 5, FadD28 FP inh 0.1, VHR inh abs 13, UGM FP inh -1.6, GDH-TPI counter 10 and BoNT-F LC inh -5.
Screening COc1cccc(C(=O)Nc2nnc(S(=O)(=O)N3CCOCC3)s2)c1 returned CCHF vOTU inh -3, BioA inh 0.6, MazEF act 6, Rv3671c protease 2, FBA Mtb inh 1, FadD28 FP inh -0.3, VHR inh abs 6, UGM FP inh 1.4, GDH-TPI counter 24 and BoNT-F LC inh 2.
For CCC(=O)Nc1ccc(C(=O)NCc2ccccn2)cc1 the results were CCHF vOTU inh 11, MazEF act -2, Rv3671c protease 1, FBA Mtb inh 5, FadD28 FP inh -1.9, VHR inh abs 43, UGM FP inh -2.4, GDH-TPI counter 0 and BoNT-F LC inh -2.
Screening Cc1c(C(=O)N2CC(C)OC(C)C2)sc2nc(-c3ccccc3)cn12 (stereo not drawn) returned CCHF vOTU inh 12, Rv3671c protease -3, VHR inh abs 18 and UGM FP inh 2.2.
COc1ccc(S(=O)(=O)N(c2onc(C)c2Cl)S(=O)(=O)c2ccc(OC)c(OC)c2)cc1OC was read as CCHF vOTU inh -2, BioA inh 0.1, MazEF act 3, Rv3671c protease 8, FBA Mtb inh -3, FadD28 FP inh -0.7, VHR inh abs 11, UGM FP inh 0.1, GDH-TPI counter 6 and BoNT-F LC inh 32.
`CC(=O)C1=C(C)NC(=S)NC1c1cc([N+](=O)[O-])ccc1O` (stereo not drawn) gave CCHF vOTU inh 0, BioA inh -0.9, MazEF act 2, Rv3671c protease 3, FBA Mtb inh -9, FadD28 FP inh -4.4, VHR inh abs 4, UGM FP inh -1.8, GDH-TPI counter 16 and BoNT-F LC inh 10.
COc1ccccc1CNC(=O)C(=O)NCC1OCCCN1S(=O)(=O)c1ccc(F)cc1C (stereo not drawn) was read as CCHF vOTU inh 1, BioA inh -0.8, MazEF act 5, Rv3671c protease 3, FBA Mtb inh 3, FadD28 FP inh -3.0, VHR inh abs 6, UGM FP inh -0.3, GDH-TPI counter -9 and BoNT-F LC inh -4.
O=C(Cc1c[nH]c2ccccc12)N1CCN(c2ccccc2)CC1 was read as CCHF vOTU inh 9, MazEF act 6, Rv3671c protease 1, FBA Mtb inh -3, FadD28 FP inh 0.0, VHR inh abs 37, UGM FP inh -2.0, GDH-TPI counter 0 and BoNT-F LC inh -6.
For O=C(Cc1ccsc1)NCC(c1ccco1)N1CCCCC1 (stereo not drawn) the results were CCHF vOTU inh 11, BioA inh -3.2, MazEF act 2, Rv3671c protease 0, FBA Mtb inh 2, FadD28 FP inh -3.1, VHR inh abs -5, UGM FP inh -0.4, GDH-TPI counter -1 and BoNT-F LC inh -17.
For O=C(CNC(=O)c1ccc2c(c1)OCCO2)N/N=C/c1ccc(Cl)cc1 the results were CCHF vOTU inh 13, MazEF act -6, Rv3671c protease 10, FBA Mtb inh 2, FadD28 FP inh -1.9, VHR inh abs 13, UGM FP inh 1.3, GDH-TPI counter -4 and BoNT-F LC inh -1.
CCCN1Cc2cccc(C(=O)NC(CC(=O)OCC)c3ccc(OC(C)C)cc3)c2C1=O (stereo not drawn) was read as CCHF vOTU inh 2, MazEF act -3, Rv3671c protease -7, FBA Mtb inh 0, FadD28 FP inh -3.7, VHR inh abs 8, UGM FP inh -1.5, GDH-TPI counter 2 and BoNT-F LC inh -6.
COc1ccc(-n2cnnc2)cc1 was read as CCHF vOTU inh -1, BioA inh -1.1, MazEF act -13, Rv3671c protease -4, FBA Mtb inh -1, FadD28 FP inh -0.1, VHR inh abs 7, UGM FP inh -0.5 and GDH-TPI counter 4.
For CC(NC(=O)Cn1nc(-c2ccccc2)c2ccccc2c1=O)c1ccccc1 (stereo not drawn) the results were CCHF vOTU inh 8, BioA inh 1.4, MazEF act -5, Rv3671c protease 5, FBA Mtb inh 3, FadD28 FP inh 0.1, VHR inh abs 15, UGM FP inh -2.4, GDH-TPI counter 9 and BoNT-F LC inh 10.
For Cc1ccc(CC(=O)Nc2cccc(C(=O)Nc3c(C)n(C)n(-c4ccccc4)c3=O)c2)cc1C the results were CCHF vOTU inh -1, BioA inh 1.0, MazEF act 6, FBA Mtb inh 0, FadD28 FP inh -1.8, GDH-TPI counter -1 and BoNT-F LC inh -7.
`Cn1c(C(=O)NCCN2CCCCCC2)cc2c(=O)n(C)c3ccccc3c21` gave CCHF vOTU inh 1, BioA inh -1.6, MazEF act -7, Rv3671c protease -4, FBA Mtb inh 14, FadD28 FP inh 1.2, VHR inh abs -4, UGM FP inh 1.3, GDH-TPI counter 7 and BoNT-F LC inh -2.
Screening O=C(O)c1cnn(-c2nc(-c3ccc(Cl)cc3)cs2)c1C(F)(F)F returned CCHF vOTU inh 9, BioA inh -0.6, MazEF act -9, Rv3671c protease -10, FBA Mtb inh 3, FadD28 FP inh -5.8, VHR inh abs -14, UGM FP inh 1.7, GDH-TPI counter -6 and BoNT-F LC inh -8.

Five compounds already listed, sorted by number of heavy atoms, smallest number first:
COc1ccc(-n2cnnc2)cc1 was read as CCHF vOTU inh -1, BioA inh -1.1, MazEF act -13, Rv3671c protease -4, FBA Mtb inh -1, FadD28 FP inh -0.1, VHR inh abs 7, UGM FP inh -0.5 and GDH-TPI counter 4.
O=C(Cc1c[nH]c2ccccc12)N1CCN(c2ccccc2)CC1 was read as CCHF vOTU inh 9, MazEF act 6, Rv3671c protease 1, FBA Mtb inh -3, FadD28 FP inh 0.0, VHR inh abs 37, UGM FP inh -2.0, GDH-TPI counter 0 and BoNT-F LC inh -6.
For O=C(CNC(=O)c1ccc2c(c1)OCCO2)N/N=C/c1ccc(Cl)cc1 the results were CCHF vOTU inh 13, MazEF act -6, Rv3671c protease 10, FBA Mtb inh 2, FadD28 FP inh -1.9, VHR inh abs 13, UGM FP inh 1.3, GDH-TPI counter -4 and BoNT-F LC inh -1.
`Cn1c(C(=O)NCCN2CCCCCC2)cc2c(=O)n(C)c3ccccc3c21` gave CCHF vOTU inh 1, BioA inh -1.6, MazEF act -7, Rv3671c protease -4, FBA Mtb inh 14, FadD28 FP inh 1.2, VHR inh abs -4, UGM FP inh 1.3, GDH-TPI counter 7 and BoNT-F LC inh -2.
COc1ccccc1CNC(=O)C(=O)NCC1OCCCN1S(=O)(=O)c1ccc(F)cc1C (stereo not drawn) was read as CCHF vOTU inh 1, BioA inh -0.8, MazEF act 5, Rv3671c protease 3, FBA Mtb inh 3, FadD28 FP inh -3.0, VHR inh abs 6, UGM FP inh -0.3, GDH-TPI counter -9 and BoNT-F LC inh -4.

Bioassay records deposited in PubChem by several laboratories.
